# Screens as filed in PubChem BioAssay.
# Bcl-B Bim block: inhibitors of Bim-Bcl-B binding, primary screen, biochemical, multiplexed, human Bcl-2 family; inhibition, % at 10 µM; bead-based flow cytometry, Bim peptide-Bcl-B binding; actives 0.073% (n = 190,000);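 also: 0% = tracer peptide without compound and 100% = reference inhibitor peptide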
# ABCG2 inh: ABCG2 efflux pump inhibitors, primary screen, multiplex with ABCB1, IgMXP3 cells, flow cytometry | inhibition, % at 6.6 µM | actives 0.1% (n = 190,000) | Broad substrate specificity ATP-binding cassette transporter ABCG2 (Homo sapiens), Q9UNQ0 | JC-1 efflux;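 active = inhibition above 80%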;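 also: 0% = DMSO and 100% = nicardipine control wells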
#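 Assay system – ABCG2 IgMXP3 and barcoded ABCB1 CCRF-Adr cell mix · Input – 3 million cells/mL in well · Reagent – JC-1 fluorescent substrate · Compound – single test compound dose, 6.6 µM final · Timing – 10 min exposure at 25 °C with rotation, no wash · Detection – flow cytometry of retained JC-1 fluorescence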
# RGS7-Gao reg: RGS7-Galphao binding modulators, primary screen, biochemical, multiplexed bead flow cytometry | Guanine nucleotide-binding protein G(o) subunit alpha (Homo sapiens), P09471 | binding response (% of control), % at 10 µM | actives 0.35% (n = 220,000) | AID 1439, 2008 | actives lie on both sides; in the data active = binding response below about 49% or above about 150%; inconclusive = no clear call, values can overlap the other calls; inactive = in between;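 also: fluorescent Galphao held in activated GDP-AlF4 state binding bead-coupled RGS7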
# Target sequence (P09471 whole entry, looked up): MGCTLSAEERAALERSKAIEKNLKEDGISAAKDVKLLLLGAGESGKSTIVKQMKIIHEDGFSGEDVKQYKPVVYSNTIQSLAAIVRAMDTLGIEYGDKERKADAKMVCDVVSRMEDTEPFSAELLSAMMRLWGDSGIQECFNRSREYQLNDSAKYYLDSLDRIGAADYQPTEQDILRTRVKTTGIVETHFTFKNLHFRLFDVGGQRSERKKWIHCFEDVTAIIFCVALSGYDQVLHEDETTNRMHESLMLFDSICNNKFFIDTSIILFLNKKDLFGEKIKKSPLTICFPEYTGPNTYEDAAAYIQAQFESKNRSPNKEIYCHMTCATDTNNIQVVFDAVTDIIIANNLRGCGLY
# ABCB1 block: ABCB1 efflux pump inhibitors, primary screen, cell-based, multiplex, flow cytometry, ABCG2 counter-screen. CCRF-Adr cells, JC-1 efflux. ATP-dependent translocase ABCB1 (Homo sapiens), P08183. actives 0.067% (n = 190,000). inhibition, % at 6.6 µM. AID 1326, 2008; in the data active = inhibition above about 40%;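 also: 0% = vehicle and 100% = reference inhibitor; higher value means more JC-1 retained so stronger ABCB1 efflux block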
# Bim-Bcl-XL: inhibitors of Bim-Bcl-XL binding, primary screen, biochemical, multiplexed, bead flow cytometry, human Bcl-XL | inhibition, % at 10 µM | actives 0.04% (n = 190,000) | Bcl-2-like protein 1 (Homo sapiens), Q07817 | Bim peptide-Bcl-XL binding, fluorescence
# Target sequence (Q07817 whole entry, looked up): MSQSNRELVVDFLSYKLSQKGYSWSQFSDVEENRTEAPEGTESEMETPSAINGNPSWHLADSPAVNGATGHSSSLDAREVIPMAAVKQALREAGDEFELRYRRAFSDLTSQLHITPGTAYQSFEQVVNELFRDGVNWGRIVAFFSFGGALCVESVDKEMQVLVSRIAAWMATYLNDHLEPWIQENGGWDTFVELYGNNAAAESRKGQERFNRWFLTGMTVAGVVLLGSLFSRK
# Bim-Bcl-W: inhibitors of Bim binding to Bcl-W, primary screen, biochemical, multiplexed, bead-based flow cytometry. Bcl-2-like protein 2 (Homo sapiens), Q92843. Bim peptide-Bcl-W binding. actives 0.02% (n = 190,000). inhibition, % at 10 µM;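 also: 0% = bound tracer without compound and 100% = peptide blocker; higher means less fluorescent Bim peptide bound to Bcl-W beads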
# Target sequence (Q92843 whole entry, looked up): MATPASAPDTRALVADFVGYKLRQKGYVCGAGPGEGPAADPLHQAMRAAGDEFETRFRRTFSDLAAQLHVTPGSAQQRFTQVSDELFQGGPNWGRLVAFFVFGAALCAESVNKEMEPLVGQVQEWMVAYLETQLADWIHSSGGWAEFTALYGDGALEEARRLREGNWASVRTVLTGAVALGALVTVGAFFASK
# GSH fluor: compound fluorescence on glutathione beads, profiling panel, artefact control, biophysical, 488/530 nm, flow cytometry | GSH beads flow cytometry, compound fluorescence 488/530 nm; stronger effect = higher value | fluorescence (KMESF) at 10 µM | actives 0.25% (n = 190,000); in the data active = fluorescence above about 89;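 also: glutathione beads carrying GST-tagged Bcl family fusion proteins plus one bare bead set; values are compound well signal with DMSO vehicle wells as background; inactives centre near 16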
# Bim-Bfl-1: inhibitors of Bim binding to Bfl-1, primary screen, biochemical, multiplexed, bead-based flow cytometry | Bcl-2-related protein A1 (Homo sapiens), Q16548 | Bim-Bfl-1 binding inhibition | inhibition, % at 10 µM | actives 0.12% (n = 190,000);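 also: 0% = wells without compound plus tracer and 100% = blocker peptide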
# Avidin bead fluor: green autofluorescence of compounds with avidin beads – biophysical, 488/530 nm, flow cytometry, artefact control, profiling panel; actives 0.38% (n = 220,000); fluorescence (KMESF) at 10 µM; compound fluorescence 488/530 nm; stronger effect = higher value; in the data active = fluorescence above about 47; also: inactives centre near 10
# RGS4-Gao reg: modulators of RGS4 binding to Galphao, primary screen, biochemical, multiplexed bead flow cytometry. AID 1415, 2008. actives 0.33% (n = 220,000). binding response (% of control), % at 10 µM. Guanine nucleotide-binding protein G(o) subunit alpha (Homo sapiens), P09471. actives lie on both sides; in the data active = binding response below about 49% or above about 150%; inactive = in between;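 also: fluorescent Galphao activated with aluminum fluoride binding bead-coupled RGS4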
# Bcl-2 Bim block: inhibitors of Bim-Bcl-2 binding, primary screen, biochemical, multiplexed, human Bcl-2 family. Apoptosis regulator Bcl-2 (Homo sapiens), P10415. Bead-based flow cytometry, Bim peptide-Bcl-2 binding. inhibition, % at 10 µM. actives 0.06% (n = 190,000). AID 950, 2007; in the data active = inhibition above about 40%; inconclusive = no clear call, values can overlap the other calls;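 also: 0% = no compound wells with probe peptide and 100% = reference peptide inhibitor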
# Target sequence (P10415 whole entry, looked up): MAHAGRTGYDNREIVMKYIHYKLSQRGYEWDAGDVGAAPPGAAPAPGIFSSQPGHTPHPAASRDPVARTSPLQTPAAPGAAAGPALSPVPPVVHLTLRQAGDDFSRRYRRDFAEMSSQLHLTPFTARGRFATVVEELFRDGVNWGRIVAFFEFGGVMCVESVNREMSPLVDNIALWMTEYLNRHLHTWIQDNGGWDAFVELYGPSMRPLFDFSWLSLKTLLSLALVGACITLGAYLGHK
# Active calls of the source: *; ? = inconclusive; . = no result given. Rule as the data show it, unless noted: active = inhibition above about 40%.
SMILES,Bcl-B Bim block,ABCG2 inh,RGS7-Gao reg,ABCB1 block,Bim-Bcl-XL,Bim-Bcl-W,GSH fluor,Bim-Bfl-1,Avidin bead fluor,RGS4-Gao reg,Bcl-2 Bim block
CC(C)Sc1nnc(NC(=O)CCc2ccccc2)s1,-5,3,98,0.4,-2,-2,23,-3,11,101,-6
CC(=O)c1cccc(NC(=S)NCCCCc2ccccc2)c1,-13,30,99,0.1,-9,-5,11,-5,25,99,-6
COc1ccc(C)cc1NC(=O)c1nnn(CCc2ccccc2)c1N,-4,3,104,0.6,-5,-2,14,-9,6,102,-5
Cc1ccc(/C=C(\NC(=O)c2ccccc2)C(=O)NC(Cc2ccccc2)C(=O)O)cc1 (stereo unspecified),-2,-1,99,0.2,-3,-3,7,0,13,100,0
O=C(CSc1nc2ccccc2s1)N1c2ccccc2Sc2ccccc21,-3,2,100,0.5,7,5,55,-10,8,99,-6
CCn1c(SCC(=O)N2c3ccccc3Sc3ccccc32)nnc1-c1ccco1,-7,18,98,2.4,-3,0,31,-8,12,99,-3
O=C(CCNS(=O)(=O)c1ccc(Br)s1)NCc1ccccc1Cl,-1,8,102,0.8,-1,0,13,0,6,95,0
O=C(O)C1C2C=CC(C2)C1C(=O)N1CCN(CCO)CC1 (stereo unspecified),-12,5,100,0.7,-12,-4,31,-16,13,100,-12
COC(=O)c1[nH]c2ccccc2c1NC(=O)CN1CCC(C(N)=O)(N2CCCCC2)CC1,-1,5,93,0.8,-2,0,49,-6,13,92,-7
CCCCN(CCCC)CC(O)COc1ccccc1Br (stereo unspecified),-10,40,106,6.6,-5,-2,15,-8,13,104,-11
S=C(Nc1ccc(Oc2ccccc2)cc1)N1CCN(c2ccccn2)CC1,0,-4,94,-0.8,2,5,15,3,7,90,0
COc1ccc(/C=C/C(=O)OCn2c(SC)nnc(C)c2=O)cc1OC,-2,2,97,0.4,2,2,25,-1,9,94,0
O=C(NN(c1ccccc1)c1ccccc1)c1ccc([N+](=O)[O-])o1,-5,0,97,0.2,0,-3,62,-8,29,99,-2
Cc1ccc(CNc2oc(-c3cccs3)nc2C#N)cc1,3,4,94,0.2,1,0,11,-4,9,92,-1
O=C(CN1CCSCC1)c1c[nH]c2ccccc12,-4,2,98,0.4,-34,2,36,-9,6,101,-7
COc1ccc(CCNC(=O)c2nc3ncccn3n2)cc1OC,-5,4,97,0.6,-3,0,34,-12,10,97,-8
CC1=NN(C(N)=S)C(=O)C1N=Nc1cccc2ccccc12 (stereo unspecified),-1,-1,99,-0.2,-2,0,10,-3,22,102,-1
CCc1ccccc1OCCCCN1CCCC1,-4,3,105,0.5,-1,0,20,-4,6,101,-4
COC(=O)c1sc2ncccc2c1OCc1c(Cl)cccc1Cl,-4,12,93,0.2,-1,-3,25,-4,7,88,-3
N#Cc1ccccc1Cn1c(-c2cscn2)nc2ccccc21,-2,5,98,0.6,0,1,24,-6,24,103,0
COc1ccc(/C(C)=N\NC(=O)CSc2nnc(C)s2)cc1,15,18,97,0.1,24,17,14,30,10,101,21
Cc1cc(Cl)c(S(=O)(=O)NC2CCCC2)cc1OCC(=O)NC1CCCCC1,-9,39,100,2.3,-8,-1,33,-17,13,101,-8
COCCn1nnnc1C(c1cccc(C(F)(F)F)c1)N1CCOCC1 (stereo unspecified),.,-1,86,0.0,.,.,28,.,2,72,?
Cc1cccc(N2CC(C(=O)Nc3ccc(S(=O)(=O)N4CCOCC4)cc3)CC2=O)c1 (stereo unspecified),-7,2,107,0.0,-7,-6,64,-10,28,100,-2
CCCn1c(SCC(N)=O)nnc1C(C)C,-5,7,98,0.1,0,5,51,0,11,99,-6
CCn1cc(C(=O)NNC(=O)c2ccc(Cl)cc2)c(=O)c2ccc(C)nc21,-3,5,104,0.8,-1,-2,17,-4,9,108,-5
Cc1cc(NC(=O)CSc2nnnn2-c2ccccc2)no1,0,0,101,-0.5,-1,0,16,-5,15,102,0
COc1ccc(/C=N/NC(=O)CSc2nnc(C)n2-c2ccccc2)c(OC)c1OC,-1,16,103,-0.8,-6,0,15,-4,14,106,-6
CCC(c1nc2ccccc2c(=O)n1CCN1CCOCC1)N1C(=O)c2ccccc2C1=O (stereo unspecified),-5,0,103,1.2,-6,0,17,-4,7,102,-3
CCc1cccc(CC)c1NC(=O)C(NS(=O)(=O)c1cccs1)c1ccccc1 (stereo unspecified),-4,-1,103,0.0,-6,-6,14,-1,21,102,-1
Cc1cccc(N(CC(=O)NC2CCCCC2)C(=O)CCCC(=O)Nc2ccccn2)c1,-2,10,99,1.7,-7,-6,16,0,5,99,-3
COc1ccc(NC(=O)CCC(=O)OCc2ccc([N+](=O)[O-])cc2)cc1,-2,3,?,0.4,-2,-4,20,-2,9,89,-4
COc1cccc(-c2cc(C(=O)N3CCN(c4ncccn4)CC3)c3ccccc3n2)c1,0,-3,97,-4.0,0,1,29,-3,12,94,1
CCOc1ccccc1NC(=O)C1CCCN(S(=O)(=O)c2cccc3cccnc23)C1 (stereo unspecified),-1,4,100,1.3,-1,0,22,0,5,102,0
CCN(CCn1cccn1)C(=O)CCc1nnc(CCCc2ccccc2)o1,-3,22,105,2.4,-2,0,8,-7,11,100,-5
O=C(COC(=O)c1ccccc1-c1ccccc1[N+](=O)[O-])c1ccccc1,-6,2,98,0.8,-4,-2,22,0,19,100,10
CC1OC2(C)OC(=N)C1(C#N)C(C#N)(C#N)C2c1ccccc1 (stereo unspecified),2,7,90,0.9,2,1,11,1,8,97,0
CC1(C(=O)OCC(=O)Nc2ccccc2)CC1(Cl)Cl (stereo unspecified),-3,12,?,2.8,-2,-2,10,-10,11,103,-6
CC1CCCN(C(=O)Cc2ccc(F)cc2)C1 (stereo unspecified),8,-2,92,0.5,8,5,22,3,9,90,2
Cc1ccn(CC(=O)N/N=C/c2cc([N+](=O)[O-])ccc2O)n1,-4,16,82,0.9,-9,-5,11,0,13,87,-4

# Single entries from the list.
# COc1cccc(-c2cc(C(=O)N3CCN(c4ncccn4)CC3)c3ccccc3n2)c1 @ RGS4-Gao reg = 94
# CCc1cccc(CC)c1NC(=O)C(NS(=O)(=O)c1cccs1)c1ccccc1 (stereo unspecified) @ ABCG2 inh = -1

# An excerpt from above in order of molecular weight, ascending:
SMILES,Bcl-B Bim block,ABCG2 inh,RGS7-Gao reg,ABCB1 block,Bim-Bcl-XL,Bim-Bcl-W,GSH fluor,Bim-Bfl-1,Avidin bead fluor,RGS4-Gao reg,Bcl-2 Bim block
O=C(NN(c1ccccc1)c1ccccc1)c1ccc([N+](=O)[O-])o1,-5,0,97,0.2,0,-3,62,-8,29,99,-2
O=C(CSc1nc2ccccc2s1)N1c2ccccc2Sc2ccccc21,-3,2,100,0.5,7,5,55,-10,8,99,-6
CCn1c(SCC(=O)N2c3ccccc3Sc3ccccc32)nnc1-c1ccco1,-7,18,98,2.4,-3,0,31,-8,12,99,-3

# More entries follow.
SMILES,Bcl-B Bim block,ABCG2 inh,RGS7-Gao reg,ABCB1 block,Bim-Bcl-XL,Bim-Bcl-W,GSH fluor,Bim-Bfl-1,Avidin bead fluor,RGS4-Gao reg,Bcl-2 Bim block
COC(=O)c1nnn(-c2nc(N(C)C)nc(N(C)C)n2)c1C,3,4,103,0.4,2,4,10,0,11,106,3
COc1cc(-c2nnc(COC(=O)c3c4c(nc5ccccc35)CCCC4)o2)cc(OC)c1OC,-8,27,102,16,-4,3,35,-18,11,100,-9
O=C(C1CCCN(S(=O)(=O)c2cccc3nsnc23)C1)N1CC=C(c2ccccc2)CC1 (stereo unspecified),0,2,103,1.1,-1,0,17,1,29,101,-1
COc1ccccc1NS(=O)(=O)c1cccc(NC(=S)NCCN2CCOCC2)c1,-17,-3,99,-0.3,-11,-7,8,0,6,99,-3
CCOC(=O)c1cnn(-c2cc(C)c3ccccc3n2)c1N,-5,35,94,0.2,-5,-5,34,-15,17,99,-7
Nc1nc2nc(-c3ccc(F)cc3)cc(C(F)(F)F)n2n1,-2,6,97,0.7,1,5,33,-2,7,96,-1
c1ccc(OCc2nnc(-c3ccccc3)o2)cc1,-4,1,98,0.1,-14,-13,8,-5,26,100,-6
CCOC(=O)C(=CNc1cc(C)nn1-c1ccc(Cl)cc1)C(=O)OCC,-7,8,102,1.3,-5,2,10,-12,10,100,-8
CCOC(=O)CNc1ncnc2nc[nH]c12,-8,2,99,0.1,-3,0,26,-8,8,99,-7
Cc1nnc(SCC(=O)c2cc(C)n(-c3c(C)n(C)n(-c4ccccc4)c3=O)c2C)s1,-3,4,95,0.0,-6,1,22,-20,25,86,-7
CCOC(=O)c1c(NC(=O)c2c(C)noc2C)sc2c1CCCCC2,0,7,96,0.9,0,-2,21,3,19,100,-3
O=C(Nc1ccc(C(=O)N2CCCC2)cc1)c1ccc2c(c1)OCO2,-7,12,102,-0.1,7,2,47,-9,11,100,-8
Cn1c(=O)c2c(ncn2CC(COCc2ccccc2Cl)OCc2ccccc2Cl)n(C)c1=O (stereo unspecified),1,1,102,1.1,2,1,17,1,9,98,-3
CCCCCC(C)NC(=O)c1ccoc1C (stereo unspecified),-2,2,102,0.0,-3,-3,16,2,5,105,2
COC(=O)Nc1nc2ccc(Sc3ccccc3)cc2[nH]1,-1,0,102,0.0,-4,-3,18,-1,7,103,-3
CCOC(=O)c1c(-c2ccccc2)csc1NC(=S)NC(=O)c1ccccc1,-7,1,99,-0.4,4,-1,46,-12,6,105,-13
CCN1CCN(c2nc3c(c(=O)[nH]c(=O)n3C)n2CCCSc2ncccn2)CC1,-4,1,93,0.4,1,-4,9,-1,27,99,-2
COc1cc(/C=C2\SC(=S)NC2=O)ccc1OS(=O)(=O)c1ccccc1,-24,-7,100,-2.6,-8,0,3,21,8,101,0
COc1ccc(-c2oc(NC(=O)CSc3ncn[nH]3)c(C#N)c2-c2ccc(OC)cc2)cc1,-4,-5,99,-3.6,-4,-4,21,-3,12,99,-7
CCOc1ccccc1NC(=O)C1C2C=CC(O2)C1C(=O)O (stereo unspecified),-7,1,102,0.3,-2,-2,24,-10,25,100,-4
O=C(Nc1nnc(-c2ccco2)s1)C1CCCCC1,-1,1,102,0.2,-7,-6,17,-3,38,102,0
COc1ccc(-c2nc(CSCC(=O)N3CCC(C(N)=O)CC3)c(C)o2)cc1OC,-7,1,103,0.3,-5,1,21,-9,8,103,-9
COc1cccc(C2CC(c3ccccc3)=NN2S(=O)(=O)c2ccccc2)c1OC (stereo unspecified),-2,6,123,3.4,-3,-2,12,-2,7,121,-4
